Bioassay records (PubChem)
ATG4B inhibitor – inhibitors of human ATG4B cysteine protease; inhibition, % at 8.33 µM; hit rate 0.51% among 340,000; ATG4B cleavage of LC3-PLA2, NBD-HPC fluorescence, 1 h; AID 504462; in the data active = inhibition above about 40%
Target sequence (Q9Y4P1 whole entry, looked up): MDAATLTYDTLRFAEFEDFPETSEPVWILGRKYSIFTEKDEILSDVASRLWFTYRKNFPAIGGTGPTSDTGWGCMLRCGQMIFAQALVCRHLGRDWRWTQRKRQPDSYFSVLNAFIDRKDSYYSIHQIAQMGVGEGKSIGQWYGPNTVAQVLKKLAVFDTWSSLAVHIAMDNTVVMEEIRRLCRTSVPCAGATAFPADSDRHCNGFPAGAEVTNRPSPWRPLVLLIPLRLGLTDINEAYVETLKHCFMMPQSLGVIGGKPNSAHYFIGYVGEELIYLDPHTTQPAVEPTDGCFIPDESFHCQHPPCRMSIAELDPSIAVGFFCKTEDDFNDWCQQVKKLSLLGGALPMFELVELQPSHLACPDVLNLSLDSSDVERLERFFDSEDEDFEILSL
MIN6 prolif – induces beta-cell replication in MIN6 cells; MIN6 cells proliferation, ATPlite luminescence, 48 h; cells starved in 0.2% serum; 100% = growth in 10% serum; proliferation, % at 10 µM; hit rate 0.29% among 330,000; AID 2380;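 active = compounds whose signal lies at least 3.5 SD above the mean of all wells on their plate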;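 note: 0% = DMSO-treated cells in low-serum medium and 100% = 10% serum control; some compounds called inactive have numbers as strong as hits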
hIAP inh – human IAP inhibition | purified IAP, CDP-Star luminescence, 30 min | inhibition, % at 10 µM | hit rate 0.12% among 330,000 | AID 2544;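 active = inhibition reaching a set limit with compound at 10 µM in the primary screen, cut at about 35% in these data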;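 note: plate controls were DMSO wells with enzyme for no effect and no-enzyme buffer wells for full effect; values of inactives mirror those of a sister screen read the other way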
mIAP inh – mouse IAP inhibition; purified mouse IAP, CDP-Star luminescence, 30 min; inhibition, % at 10 µM; hit rate 0.2% among 330,000;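 active = inhibition of at least 40% at 10 µM in the primary screen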;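 note: plate controls were DMSO with enzyme for no effect and no enzyme wells for full effect; values of inactives mirror those of a sister screen read the other way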
hIAP act – increases human intestinal alkaline phosphatase activity; P09923; purified human IAP, CDP-Star luminescence, 30 min; active compounds read high; 1 = vehicle-only enzyme, 0 = enzyme-free background; activation factor at 10 µM; hit rate 0.16% among 330,000; AID 2524;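 active = activation factor of the enzyme at least 2-fold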; note: the source names both 10 and 20 µM as test concentration; values of inactives mirror those of a sister screen read the other way
APOBEC3A inh – inhibitors of human APOBEC3A DNA deaminase; inhibition, % at 20 µM; hit rate 0.41% among 330,000; P31941; AID 493011; recombinant A3A, FAM/TAMRA ssDNA deamination fluorescence;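 active = at least 40% inhibition at 20 µM here, with at most 30% in a related deaminase screen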;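 note: plate controls were A3A with DMSO for no effect and wells lacking A3A enzyme for full effect; some results filed as inactive read as strong as hits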
Target sequence (P31941 whole entry, looked up): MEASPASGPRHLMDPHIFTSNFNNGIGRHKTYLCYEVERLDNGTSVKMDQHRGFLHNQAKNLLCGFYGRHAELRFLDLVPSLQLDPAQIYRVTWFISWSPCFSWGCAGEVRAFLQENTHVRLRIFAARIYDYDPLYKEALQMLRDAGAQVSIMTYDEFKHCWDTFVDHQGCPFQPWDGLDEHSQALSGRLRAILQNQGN
APOBEC3G inh – inhibitors of human APOBEC3G DNA deaminase. recombinant A3G, ssDNA deamination FAM/TAMRA fluorescence. inhibition, % at 20 µM. hit rate 0.28% among 330,000. AID 493012;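 active = inhibition of at least 40% at 20 µM, with no more than 30% in the related APOBEC3A deaminase screen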;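 note: plate controls were DMSO wells with A3G for no effect and wells lacking A3G enzyme for full effect; some compounds called inactive have numbers as strong as hits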
Target sequence (Q9HC16 whole entry, looked up): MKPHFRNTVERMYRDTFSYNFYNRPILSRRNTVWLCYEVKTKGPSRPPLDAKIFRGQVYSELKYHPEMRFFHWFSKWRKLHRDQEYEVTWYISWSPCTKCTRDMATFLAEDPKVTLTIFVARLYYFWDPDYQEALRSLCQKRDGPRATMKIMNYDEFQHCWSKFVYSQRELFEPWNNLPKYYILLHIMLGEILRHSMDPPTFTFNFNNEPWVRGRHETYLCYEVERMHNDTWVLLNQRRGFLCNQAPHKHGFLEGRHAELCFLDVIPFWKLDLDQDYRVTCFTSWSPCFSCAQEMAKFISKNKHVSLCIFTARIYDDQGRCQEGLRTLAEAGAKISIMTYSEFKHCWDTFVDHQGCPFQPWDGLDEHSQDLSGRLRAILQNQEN
mIAP act – increases mouse intestinal alkaline phosphatase activity. muIAP, CDP-Star luminescence, 30 min; active compounds read high; 1 = vehicle-only enzyme signal, 0 = enzyme-free wells. activation factor at 10 µM. hit rate 0.24% among 330,000. AID 2805;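 active = activation factor of at least 2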; note: the source names both 10 and 20 µM as test concentration; values of inactives mirror those of a sister screen read the other way
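also added = chemiluminescent substrate CDP-Star | test system = mouse IAP enzyme | signal = chemiluminescence readout | compound = DMSO-dissolved test compounds | incubation = 30 min at room temperature | benchmarks = DMSO wells, no-enzyme wells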
MPTP block – inhibitors of mitochondrial permeability transition pore; AID 602449; isolated mouse mitochondria, Ca2+ swelling absorbance, 30 min; inhibition, % at 10 µM; hit rate 1.4% among 360,000;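 active = inhibition of 50% or more, scaled per plate between neutral and stimulator controls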;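 note: 0% = DMSO wells given calcium and 100% = 1 mM EGTA wells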
* marks the source's active call; other numbers are inactive results; x = not tested or not shown.

SMILES	ATG4B inhibitor	MIN6 prolif	hIAP inh	mIAP inh	hIAP act	APOBEC3A inh	APOBEC3G inh	mIAP act	MPTP block
CCN(CC1CCCO1)C(=O)CCc1nnc(CCc2ccccc2OC)o1 (centres undefined)	-3	1	-2	12	1	-4	-6	0.88	-1.6
Nc1ccc(C(=O)NCCCCCCNC(=O)c2ccc(N)cc2)cc1	6	-1	-7	-8	1.1	-7	-5	1.1	-0.2
CCCCCc1c(O)nc(SCCN(CC)CC)[nH]c1=O	-1	1	-1	-2	1	-5	-9	1	-2.0
CC(C)CC1NC(=O)c2cc(Cl)ccc2-n2c1nc1cc(F)ccc1c2=O (centres undefined)	x	-3	6	-2	0.94	8	1	1	x
CCN1CCN(C(=O)c2ccc(COc3cccc(Cl)c3)o2)CC1	-5	0	10	1	0.9	1	-5	0.99	-1.9
O=C(CSc1nc(O)c(-c2ccccc2)c(=O)[nH]1)N1CCOCC1	0	0	15	6	0.85	-2	-6	0.94	-0.6
FC(F)Oc1ccc(NC(=S)NCC2COc3ccccc3O2)cc1 (centres undefined)	-10	-4	6	-64	0.94	-3	-3	1.6	85*
Nc1ccc(S(=O)(=O)Nc2ccccn2)cc1	-5	-2	6	0	0.94	-2	-9	1	-0.3
CCc1c(C(=O)O)[nH]c2ccc(Br)cc12	2	-1	-2	8	1	-3	-4	0.92	-1.0
CC(C)C1CC(C(=O)Nc2ccccc2)C(=O)O1 (centres undefined)	1	-2	-36	-12	1.4	1	5	1.1	2.5
Cc1ccc(CSC(Nc2ccc(F)cc2)=C(C#N)C#N)cc1	4	-3	-7	13	1.1	0	-2	0.87	95*
COc1ccc(C(=O)OCCc2cc3ccccc3c(=O)o2)cc1	-4	-2	0	1	0.99	13	1	0.99	0.3
Cc1[nH]n(C(N)=S)c(=O)c1N=Nc1cc(-c2ccc(Br)cc2)[nH]n1	28	-2	-76	4	1.8	-2	-5	0.95	-0.2
COc1ccccc1C(=O)NNC(=O)c1cccc([N+](=O)[O-])c1	1	-2	10	3	0.9	3	-6	0.97	0.0
COc1ccc(C(=O)NC(=S)NNC(=O)c2ccc(O)cc2)cc1[N+](=O)[O-]	1	3	-44	24	1.4	-3	-6	0.76	1.4
CCC(=O)NNc1cccc(Cl)n1	-3	-2	-14	3	1.1	2	-4	0.97	-3.1
O=S(=O)(Nc1ccc(-c2nc3cccnc3s2)cc1)c1cccs1	3	-2	-8	-12	1.1	-2	-6	1.1	0.5
CCCc1nc2ccccc2c(=O)n1-c1ccc(C(=O)OCC)cc1	11	0	8	-2	0.92	5	6	1	0.5
CCN1CCN(c2nc(Nc3ccc(OC)cc3)nc(N)c2[N+](=O)[O-])CC1	7	0	13	2	0.87	1	-8	0.98	1.6
O=C(CCSc1ccc(Br)cc1)c1ccc(O)cc1	9	-5	6	1	0.94	-2	-5	0.99	6.7
CCCCNc1cc(=O)n(C)c(=O)[nH]1	1	-5	-6	-13	1.1	4	6	1.1	-4.2
CCOC(=O)C(NC(=O)c1ccc(OC)cc1)(Nc1cc(C)on1)C(F)(F)F (centres undefined)	-4	1	-7	2	1.1	2	2	0.98	1.1
COc1ccccc1CN(C)C(=O)c1cc(C)nc2ccccc12	-7	-3	1	4	0.99	-1	-2	0.96	0.1
CCCCSc1nnc(NC(=O)CCc2ccccc2)s1	8	1	-9	1	1.1	-3	-4	0.99	2.8
O=C(C(=O)N1CC=C(c2ccccc2)CC1)c1c[nH]c2ccccc12	-5	0	7	-2	0.93	-2	-5	1	2.8
COc1ccc(C2=NS(=O)(=O)N(C)C(C(=O)Nc3ccc(F)cc3F)=C2)cc1	-12	-4	5	5	0.95	-1	-3	0.95	-0.6
COc1ccc(OC)c(C(=O)c2coc3cc(Br)c(O)c(Br)c23)c1	5	-4	8	-6	0.92	-2	1	1.1	1.6
CCOC(=O)C1C(=O)C=C(c2ccc(C)cc2)CC1c1cccc([N+](=O)[O-])c1 (centres undefined)	-6	-6	5	8	0.95	1	-6	0.92	3.0
O=C(COc1cc(Cl)c(Cl)cc1Cl)NC(=O)Nc1ccc2c(c1)OCCO2	2	-1	0	-4	1	-1	-9	1	0.7
CN(c1ccccc1)S(=O)(=O)c1cccc(C(=O)Nc2nn[nH]n2)c1	-1	-1	4	7	0.96	0	-8	0.93	1.6
Cc1cccn2c(N)c(-c3ccccc3)nc12	-13	1	15	8	0.85	5	5	0.92	0.4
Cc1ccccc1NC(=O)COC(=O)c1cccc(S(=O)(=O)N2CCCCC2)c1	-12	0	-10	-3	1.1	-4	-8	1	1.2
CC1CCCCC1NC(=O)COC(=O)c1ccc2ccccc2n1 (centres undefined)	-16	-1	-6	-5	1.1	-4	-4	1	-3.6
O=c1c2ccccc2nc(-c2ccc(F)cc2)n1NCc1ccccc1O	-1	-1	5	9	0.95	-2	-11	0.91	0.8
CC(=O)c1c(C)nc2ccccn12	4	-1	-7	-2	1.1	-6	-6	1	1.3
COc1ccccc1NC(=O)Nc1ccnn1C1CCCCC1	7	-2	-22	-12	1.2	-2	-5	1.1	2.4

Taken from the listing (6 entries):
SMILES	ATG4B inhibitor	MIN6 prolif	hIAP inh	mIAP inh	hIAP act	APOBEC3A inh	APOBEC3G inh	mIAP act	MPTP block
Cc1cccn2c(N)c(-c3ccccc3)nc12	-13	1	15	8	0.85	5	5	0.92	0.4
Cc1ccccc1NC(=O)COC(=O)c1cccc(S(=O)(=O)N2CCCCC2)c1	-12	0	-10	-3	1.1	-4	-8	1	1.2
CC1CCCCC1NC(=O)COC(=O)c1ccc2ccccc2n1 (centres undefined)	-16	-1	-6	-5	1.1	-4	-4	1	-3.6
O=c1c2ccccc2nc(-c2ccc(F)cc2)n1NCc1ccccc1O	-1	-1	5	9	0.95	-2	-11	0.91	0.8
CC(=O)c1c(C)nc2ccccn12	4	-1	-7	-2	1.1	-6	-6	1	1.3
COc1ccccc1NC(=O)Nc1ccnn1C1CCCCC1	7	-2	-22	-12	1.2	-2	-5	1.1	2.4

New compounds follow.
SMILES	ATG4B inhibitor	MIN6 prolif	hIAP inh	mIAP inh	hIAP act	APOBEC3A inh	APOBEC3G inh	mIAP act	MPTP block
O=C(CNC(=O)c1ccc(Br)o1)NCc1ccc2c(c1)OCO2	9	3	2	-8	0.98	-5	-5	1.1	-0.2
O=C(NCCOc1ccccc1Cl)c1cc(F)c(F)cc1Cl	3	1	3	-2	0.97	-2	-6	1	0.4
CC1CCN(C(C)C(=O)Nc2ccc(S(=O)(=O)N3CCCC3)cc2)CC1 (centres undefined)	1	-3	-6	8	1.1	1	1	0.92	0.6
Cc1ccc2nc(-c3ccc(NC(=O)CCN4C(=O)c5ccccc5C4=O)cc3)sc2c1	-3	-4	-24	2	1.2	-5	-6	0.98	3.8
CCOC(=O)C1=C(c2ccccc2)NC(=S)NC1c1ccc(Cl)c([N+](=O)[O-])c1 (centres undefined)	x	0	4	13	0.95	-1	-7	0.87	x
O=C(NCc1cccnc1)C1CCC(CNS(=O)(=O)c2ccc(Cl)cc2)CC1 (centres undefined)	-8	0	8	7	0.92	-2	-6	0.93	-4.1
Cc1csc(NC(=O)c2cc(-c3ccncc3)nc3ccccc23)n1	-2	0	6	9	0.94	1	-1	0.91	-0.4
COc1ccc(Br)cc1S(=O)(=O)N1CC(C)OC(C)C1 (centres undefined)	-6	7	-2	-9	1	-2	-5	1.1	0.5
CCCn1c(=O)[nH]c(=O)c2c1nc(-c1ccc(OC(F)(F)C(F)C(F)(F)F)cc1)n2CCOC (centres undefined)	-6	0	-16	-2	1.2	3	6	1	0.4
COc1ccc(/C=C/c2nc3cc(-c4ccccc4)ccc3o2)cc1O	6	-5	8	14	0.93	1	-3	0.86	0.3
Cc1ccc2cc(CN(CC3CCCO3)S(=O)(=O)c3c(C)ccc4nsnc34)c(=O)[nH]c2c1 (centres undefined)	-13	0	20	5	0.8	0	-3	0.95	-3.7
COC(=O)C1SCC2C(=O)N(Cc3ccc(Cl)cc3)CC(=O)N21 (centres undefined)	6	3	0	10	1	-1	-6	0.9	-0.6
CCC(=O)NC(=S)Nc1ccc(S(=O)(=O)NC2CCCCC2)cc1	-1	0	13	-1	0.87	2	14	1	-0.8
O=C(N/N=C/C1CC2CCC1C2)C1CC1 (centres undefined)	-13	1	18	1	0.82	-5	-4	0.99	-2.5
Cc1ccc(-c2nnn(CC(=O)NCCc3ccc4c(c3)OCO4)n2)o1	-7	0	-6	-12	1.1	-2	-2	1.1	-0.9
O=C(COc1ccc(S(=O)(=O)N2CCCCC2)cc1)N1CCCCCC1	-4	-4	-37	-6	1.4	0	0	1.1	0.4
CCS(=O)(=O)Nc1cc(OC)c(OC)cc1Cc1nccc2cc(OC)c(OC)cc12	3	0	-19	4	1.2	-4	-6	0.96	0.2
CCCCc1nc(N)c(C#N)c(-c2ccco2)c1CCC	-1	3	10	5	0.9	-3	-6	0.95	1.6
CC(C)Cc1csc(NC(=O)c2ccccc2Cl)c1C(=O)O	11	-5	5	-7	0.95	0	2	1.1	-1.0
O=C(Nc1ccc2c(c1)OCCO2)C(=O)c1c[nH]c2ccccc12	-3	-6	10	9	0.91	4	-5	0.91	2.4
Cc1cc(C(=O)CSc2ncccn2)c(C)n1-c1cccc(F)c1	-6	-2	-10	14	1.1	-2	-6	0.86	-0.1
COc1ccc(S(=O)(=O)N2CCCCC2)cc1NC(=O)CN(C)C1CCCCC1	-4	-3	-5	10	1.1	-2	-12	0.9	-1.6
O=C(NC1CCCC1)C(c1ccncc1)N(C(=O)c1csnn1)c1cccc(Cl)c1 (centres undefined)	-6	2	2	-1	0.98	2	-2	1	-0.3
CC1=[N+]([O-])C(C)(C)C(c2ccc(Br)cc2)=[N+]1[O-]	4	1	9	1	0.91	-2	-5	0.99	-1.9
NC1=NC(=O)/C(=C/c2cn(CCC(=O)O)nc2-c2ccc(F)cc2)S1	0	0	-12	10	1.1	2	0	0.9	-0.2
CCS(=O)(=O)N1Cc2ccccc2CC1C(=O)Nc1nc2ccc(F)cc2s1 (centres undefined)	-4	0	5	12	0.95	1	-2	0.88	-0.2
CC(=O)Nc1cccc(-c2csc(Nc3ccc(C)cn3)n2)c1	-12	0	-10	-7	1.1	6	0	1.1	1.5
CC1=C([N+](=O)[O-])C(c2ccccc2)NC(=O)N1 (centres undefined)	-2	-2	2	-1	0.98	-4	-5	1	13
CCCC(C)C(=O)Nc1ccc(S(N)(=O)=O)cc1 (centres undefined)	-8	1	-1	-4	1	0	-5	1	-0.6
COc1ccc(N(CC(=O)Nc2cccc([N+](=O)[O-])c2C)S(C)(=O)=O)cc1OC	-8	1	8	-3	0.92	8	-9	1	-0.3
CCOC(=O)c1c(NC(=O)/C=C\C(=O)O)sc(C)c1-c1ccccc1	5	-5	2	0	0.97	-6	-6	1	49
Cc1cc(S(=O)(=O)Nc2c(C)nc3nc[nH]n3c2=O)ccc1F	8	6	-2	3	1	0	-1	0.97	-0.5
C=CCn1c(SCC(=O)c2ccc(O)c(O)c2)nnc1-c1cccc(C)c1	-13	-4	24	36	0.76	-3	-12	0.64	-1.1
O=C(Nc1ccc(OC(F)F)cc1)c1cc(S(=O)(=O)N2CCCCC2)ccc1N1CCOCC1	-14	5	-1	-6	1	3	-9	1.1	-0.6
COc1ccc(NS(=O)(=O)c2cccc(C(=O)NN=Cc3cc(Br)c(O)c(Br)c3)c2)cc1	1	-4	-21	-4	1.2	0	0	1	-0.3
O=C(O)[C@@H]1CCCN1C(=O)c1ccco1	4	0	17	-7	0.83	5	0	1.1	-1.0
COc1cccc(Nc2nnc(SCN3C(=O)c4ccccc4C3=O)s2)c1	11	2	3	0	0.97	-1	-9	1	2.2
